Assay outcomes deposited in PubChem BioAssay by several laboratories.
CRFR2-BP antag – antagonists of CRF-BP/CRF-R2 complex, primary screen, cell-based, HEK293, calcium dye fluorescence, uHTS; CRF-induced calcium fluorescence; inhibition, % at 11.8 µM; 0.59% of 350,000 active; AID 588475, 2011;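 active means inhibition of the ligand-induced calcium signal above about 50% at the single tested concentration, limit read from the data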
CRFBP-R2 agonist – agonists of CRF-BP/CRF-R2 complex, primary screen, cell-based, HEK293, calcium dye fluorescence, uHTS. CRF-binding protein / CRF receptor 2 complex (human). calcium dye fluorescence (FLIPR); percent of saturating CRF peptide response. activation, % at 13.2 µM. 0.46% of 350,000 active. AID 588473, 2011;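 active means activation of at least 50%, plus an integration ratio under a set limit after plate pattern correction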;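 further: plate controls were neutral control wells without compound for no effect and CRF at EC100 for full effect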
CHRM5 PAM – human M5 muscarinic receptor positive allosteric modulators, primary screen, CHO-K1 cells, Fluo-8 calcium fluorescence; CHO-K1 hM5, ACh EC20 PAM; 0% = ACh EC20, 100% = ACh EC100; activation, % at 3 µM; 0.3% of 360,000 active; AID 624038, 2012;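 active means activation above the run cutoff, the mean activation of all test compounds plus 3 SD, cut at about 18% in these data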
Target sequence (P08912 whole entry, looked up): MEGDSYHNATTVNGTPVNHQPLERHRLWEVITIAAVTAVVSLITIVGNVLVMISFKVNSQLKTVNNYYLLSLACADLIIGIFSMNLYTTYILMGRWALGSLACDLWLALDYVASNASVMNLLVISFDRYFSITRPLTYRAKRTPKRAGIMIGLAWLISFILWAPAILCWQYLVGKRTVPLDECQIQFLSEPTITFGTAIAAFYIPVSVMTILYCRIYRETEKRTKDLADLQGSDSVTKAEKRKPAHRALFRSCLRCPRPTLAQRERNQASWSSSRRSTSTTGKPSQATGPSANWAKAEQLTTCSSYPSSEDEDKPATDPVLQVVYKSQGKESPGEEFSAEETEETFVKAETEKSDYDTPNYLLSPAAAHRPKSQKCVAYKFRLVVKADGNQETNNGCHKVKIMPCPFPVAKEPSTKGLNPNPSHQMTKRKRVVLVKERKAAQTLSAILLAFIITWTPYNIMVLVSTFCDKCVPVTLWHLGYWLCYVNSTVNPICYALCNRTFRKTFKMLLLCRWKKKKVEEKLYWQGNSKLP
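Probe or stimulus: acetylcholine, EC20 level; Assay system: human M5 receptor in CHO-K1 cells; Schedule: compound preincubation 140 s before EC20 acetylcholine addition; Technique: intracellular calcium via Fluo-8 fluorescence; Dosing: single-point, 3 µM nominal; Read-out basis: percent activation from peak-over-basal fluorescence ratio, scaled EC20-to-EC100 acetylcholine; Repeats: one well per compound, no replicates.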
CHRM4 PAM – human M4 muscarinic receptor positive allosteric modulators, primary screen, CHO-K1 cells, Fluo-8 calcium fluorescence; Muscarinic acetylcholine receptor M4 (Homo sapiens), P08173; CHO-K1 hM4/Gqi5, ACh EC20; 0% = ACh EC20, 100% = maximal ACh; activation, % at 3 µM; 0.4% of 360,000 active; AID 624126, 2012;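 active means activation above its plate's cutoff, the mean activation of sample wells plus 3 SD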; further: some results filed as inactive read as strong as hits
M5 ag – human M5 muscarinic receptor agonists, primary screen, CHO-K1 cells, Fluo-8 calcium fluorescence; Muscarinic acetylcholine receptor M5 (Homo sapiens), P08912; CHO-K1 hM5 cells; 0% DMSO wells, 100% maximal acetylcholine response; activation, % at 3 µM; 0.19% of 360,000 active; AID 624037, 2012;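 active means activation above the run's mean over test compounds plus 3 SD, cut at about 23% in these data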;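 further: signal is peak over basal fluorescence ratio across the kinetic read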
M4 antag – human M4 muscarinic receptor antagonists, primary screen, CHO cells, Fluo-8 calcium fluorescence; Muscarinic acetylcholine receptor M4 (Homo sapiens), P08173; 0.73% of 360,000 active; inhibition, % at 3 µM; CHO-hM4 cells, ACh EC80;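 active means inhibition above its plate's cutoff, the mean inhibition of sample wells plus 3 SD, cut at about 27% in these data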;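 further: 0% = acetylcholine EC80 with DMSO and 100% = DMSO without agonist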
M1 PAM – human M1 muscarinic receptor positive allosteric modulators, primary screen, CHO-K1 cells, Fluo-8 calcium fluorescence, 1536-well; Muscarinic acetylcholine receptor M1 (Homo sapiens), P11229; 0.088% of 360,000 active; CHO-K1 hM1, ACh EC20; 0% = ACh EC20, 100% = maximal ACh; activation, % at 3 µM; in the data active means activation above about 19%, passing the limit was not always enough
Target sequence (P11229 whole entry, looked up): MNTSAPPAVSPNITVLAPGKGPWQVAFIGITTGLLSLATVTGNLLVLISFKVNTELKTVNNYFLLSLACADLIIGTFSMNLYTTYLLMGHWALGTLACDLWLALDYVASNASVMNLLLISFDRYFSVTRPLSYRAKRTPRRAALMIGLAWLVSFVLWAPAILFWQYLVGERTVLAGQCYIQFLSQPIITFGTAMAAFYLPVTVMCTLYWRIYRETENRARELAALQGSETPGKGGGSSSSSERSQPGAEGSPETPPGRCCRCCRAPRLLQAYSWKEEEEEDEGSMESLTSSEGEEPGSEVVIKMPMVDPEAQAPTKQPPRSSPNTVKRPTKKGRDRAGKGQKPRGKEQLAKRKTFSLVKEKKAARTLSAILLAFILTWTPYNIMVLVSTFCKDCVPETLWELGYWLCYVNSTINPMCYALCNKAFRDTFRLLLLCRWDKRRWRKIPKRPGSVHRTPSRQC
M5 antag – human M5 muscarinic receptor antagonists, primary screen, CHO cells, Fluo-8 calcium fluorescence; inhibition, % at 3 µM; 0.59% of 360,000 active; CHO-hM5 cells, ACh EC80; AID 624040, 2012; Muscarinic acetylcholine receptor M5 (Homo sapiens), P08912;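 active means inhibition above a per-plate cutoff, the mean of that plate's test compounds plus 3 SD, cut at about 27% in these data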;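 further: 0% = acetylcholine EC80 with DMSO and 100% = DMSO without agonist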
M4 ag – human M4 muscarinic receptor agonists, primary screen, CHO-K1 cells, Fluo-8 calcium fluorescence | Muscarinic acetylcholine receptor M4 (Homo sapiens), P08173 | CHO-K1 hM4/Gqi5; vehicle 0%, full acetylcholine response 100% | activation, % at 3 µM | 0.14% of 360,000 active | AID 624127, 2012;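 active means activation above the run mean over all test wells plus 3 SD, cut at about 32% in these data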;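 further: peak over basal fluorescence ratio per well then scaled between controls; 0% = DMSO wells and 100% = acetylcholine at EC100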
* = called active by the depositor.

The opening 7 compounds, ahead of the listing:
no.	SMILES	CRFR2-BP antag	CRFBP-R2 agonist	CHRM5 PAM	CHRM4 PAM	M5 ag
1	CCOc1ccc(NC(=O)N2CCCC2C(=O)NCC2CCCO2)cc1 (stereo not drawn)	9	0.6	-1	13	-1
2	N#Cc1cc(Nc2c(N)nc[nH]c2=O)c([N+](=O)[O-])cc1C#N	-19	1.5	2	0	-3
3	Cc1ccc2cc(CN(CC3CCCO3)C(=O)NC3CCCCC3)c(=O)[nH]c2c1C (stereo not drawn)	-12	-0.5	0	1	-3
4	O=c1/c(=C/c2ccccc2)sc2nnc(-c3cccs3)n12	-30	1.4	19*	1	2
5	O=C(CC1CCCCC1)NCCS(=O)(=O)N1CCN(c2ccccc2)CC1	-1	0.4	-1	2	-2
6	Cc1cccc(COc2ccccc2C(=O)NC2CCC(O)CC2)c1 (stereo not drawn)	4	0.0	-7	0	-2
7	COC(=O)C(C)n1cnc2c(nnn2Cc2ccc(Cl)cc2)c1=O (stereo not drawn)	4	4.8	1	17	0

no.	M4 antag	M1 PAM	M5 antag	M4 ag
1	4	9	1	0
2	-7	7	11	0
3	-4	1	3	0
4	1	4	0	0
5	-13	10	9	4
6	12	5	3	4
7	-10	7	-6	3

This part in full (from the top)
no.	SMILES	CRFR2-BP antag	CRFBP-R2 agonist	CHRM5 PAM	CHRM4 PAM	M5 ag
1	CCOc1ccc(NC(=O)N2CCCC2C(=O)NCC2CCCO2)cc1 (stereo not drawn)	9	0.6	-1	13	-1
2	N#Cc1cc(Nc2c(N)nc[nH]c2=O)c([N+](=O)[O-])cc1C#N	-19	1.5	2	0	-3
3	Cc1ccc2cc(CN(CC3CCCO3)C(=O)NC3CCCCC3)c(=O)[nH]c2c1C (stereo not drawn)	-12	-0.5	0	1	-3
4	O=c1/c(=C/c2ccccc2)sc2nnc(-c3cccs3)n12	-30	1.4	19*	1	2
5	O=C(CC1CCCCC1)NCCS(=O)(=O)N1CCN(c2ccccc2)CC1	-1	0.4	-1	2	-2
6	Cc1cccc(COc2ccccc2C(=O)NC2CCC(O)CC2)c1 (stereo not drawn)	4	0.0	-7	0	-2
7	COC(=O)C(C)n1cnc2c(nnn2Cc2ccc(Cl)cc2)c1=O (stereo not drawn)	4	4.8	1	17	0
8	CC(C)(C)NC(=O)c1ccccc1-c1nc2ccccc2s1	-1	-0.6	0	8	-2
9	CC1Cc2cc(/C(O)=C3/C(=O)C(=O)N(CCN4CCOCC4)C3c3ccc([N+](=O)[O-])cc3)ccc2O1 (stereo not drawn)	-2	0.1	-2	-1	-2
10	O=C(CCN1C(=O)C2C3C=CC(C3)C2C1=O)NCCN1CCCc2ccccc21 (stereo not drawn)	0	4.5	9	2	0
11	CCOC(=O)/C(C#N)=C/Nc1ccsc1C(=O)OC	-4	1.9	0	2	4
12	Cc1ccc(S(=O)(=O)NC2=C(N3CCN(Cc4ccccc4)CC3)C(=O)c3ccccc3C2=O)cc1	-28	-1.5	-6	-9	-3
13	CC(CC(c1ccccc1)N1CCc2ccccc2C1)=NO (stereo not drawn)	-17	1.9	-5	-1	-1
14	CCOc1ccc(NC(=O)C2CCCN(S(=O)(=O)c3c(C)noc3C)C2)cc1 (stereo not drawn)	-2	0.7	-2	0	-2
15	Cc1ccc(CNC(=O)CCC(=O)Nc2nnc(C3CCCCC3)s2)cc1	4	-0.8	1	-5	5

no.	M4 antag	M1 PAM	M5 antag	M4 ag
1	4	9	1	0
2	-7	7	11	0
3	-4	1	3	0
4	1	4	0	0
5	-13	10	9	4
6	12	5	3	4
7	-10	7	-6	3
8	-10	5	5	0
9	-4	3	-7	1
10	-3	4	1	1
11	-14	2	0	1
12	1	-6	-1	0
13	-12	6	2	0
14	-9	6	4	1
15	8	0	6	1

Next results.
no.	SMILES	CRFR2-BP antag	CRFBP-R2 agonist	CHRM5 PAM	CHRM4 PAM	M5 ag
16	COC(=O)C1=C(C)NC(C)=C(C(=O)OC)C1c1ccc(-c2cccc([N+](=O)[O-])c2)o1	4	-1.3	2	3	-2
17	Cc1ccc(C)c(S(=O)(=O)N2CCN(C(=O)[C@H](C)N3C(=O)C4CC=CCC4C3=O)CC2)c1 (stereo partly drawn)	3	0.1	0	3	2
18	CCCCNC(=S)N(C)N=C1CCC(c2ccccc2)CC1 (stereo not drawn)	-12	-0.4	5	-7	-2
19	COc1cccc(C(=O)NC(=S)NCc2ccco2)c1	-10	-3.4	7	7	-4
20	O=C(c1cc2ccccc2c(=O)o1)N1CCc2ccccc2C1	-25	-0.8	12	17	0
21	CC1C(C)N(C(=O)CCl)c2ccccc2N1C(=O)CCl (stereo not drawn)	-9	4.7	9	-3	3
22	O=[N+]([O-])c1ccccc1/C=N/n1c(-c2cccnc2)n[nH]c1=S	-4	0.0	-3	25	1
23	C/C(CC(=O)Nc1ccc(Cl)cc1Cl)=N\NC(=O)C(=O)N1CCCC1	-2	0.6	2	-3	-1
24	Cc1[nH]c2ccccc2c1/C=C/c1cc[n+](C)cc1	-94	81*	3	7	-3
25	CN(C)S(=O)(=O)c1ccc(NC(=O)CCCNC(=O)c2ccc(Cl)cc2)cc1	-8	4.2	-10	-15	8
26	CCOC(=O)CN1C(=O)C2(OCCCO2)c2ccccc21	2	0.4	6	8	0
27	c1ccc(-c2cc(-c3cc(-c4ccccc4)on3)no2)cc1	-12	0.4	1	-6	6
28	CC1=C(C(=O)OC2CCCCC2)C(c2ccc(O)cc2)NC(=O)N1 (stereo not drawn)	2	-3.6	2	2	-3
29	COc1ccccc1N1CCN(C(=O)/C=C/c2ccc(C)cc2)CC1	3	-1.2	-4	2	-2
30	Cc1ccc(NC(=O)Cn2c(-c3ccc(F)cc3)cnc2SCC(=O)Nc2c(C)cccc2C)cc1	-5	13	-4	2	-2

no.	M4 antag	M1 PAM	M5 antag	M4 ag
16	-3	12	4	2
17	-13	4	-5	3
18	0	0	5	-1
19	-5	10	-7	0
20	5	2	-2	2
21	6	-5	4	1
22	-4	4	5	1
23	-1	10	0	0
24	2	11	-2	1
25	13	-13	9	23
26	-1	7	-12	0
27	-4	7	3	0
28	1	3	7	1
29	1	5	2	1
30	5	10	2	0

Next part:
no.	SMILES	CRFR2-BP antag	CRFBP-R2 agonist	CHRM5 PAM	CHRM4 PAM	M5 ag
31	CNC(=O)c1c(NC(=O)C2=COCCO2)sc2c1CCC(C)C2 (stereo not drawn)	2	-0.4	-4	3	-5
32	Cc1ccc(C(=O)C[n+]2cc(-c3ccc(C)cc3)n3c2CCCCC3)cc1	0	4.4	-9	-11	-6
33	CC(C)CN(CCCNC(=O)CN1C(=O)COc2ccc(S(=O)(=O)N3CCOCC3)cc21)CC(C)C	1	0.3	-2	2	-5
34	O=C(CS(=O)(=O)c1ccccc1)NCc1ccco1	17	1.4	2	-2	6
35	COc1ccc(OCC(O)CNS(=O)(=O)c2cccs2)cc1 (stereo not drawn)	-14	-1.3	-1	-5	-2
36	CC(=NCCCN(C)C)C1=C(O)c2ccccc2C1=O	2	-3.5	2	-2	-1
37	COC(=O)c1cc2ccsc2n1CC(=O)N1CCCc2ccccc21	26	0.9	-2	-7	-2
38	CCOc1ccccc1-c1ccc(C(=O)NCc2ccccc2)o1	13	0.1	-1	2	-7
39	COc1ccc2c(CC(=O)OCC(=O)c3ccc(F)cc3)coc2c1	-2	-0.9	-1	-8	-1
40	O=C(O)CSc1nnc(COc2ccc(Br)cc2)n1-c1ccccc1	-7	-0.1	2	-3	4
41	Cc1ccc(S(=O)(=O)N2[C@@H](c3ccc(F)cc3)C(C(=O)O)=CC[C@H]2c2ccc(Cl)cc2)cc1	13	1.4	-2	6	1
42	CS(=O)(=O)Nc1ccc(C2=NN(S(C)(=O)=O)C(c3ccccc3)C2)cc1 (stereo not drawn)	-1	-0.5	-3	1	-2
43	O=C(Cn1c(=O)n(-c2cccc(Cl)c2)c(=O)n1CC(=O)N1CCCCC1)N1CCCCC1	-11	1.1	-2	18	-2
44	COc1cccc2c1OCC([C@@H]1C[C@H]3CN(Cc4cccc(Cl)c4)C(=O)[C@]34CCCN14)=C2	16	0.5	-8	-9	-14
45	Cc1cnc(CNC(=O)c2ccc3oc(Cc4ccc(Cl)cc4)nc3c2)cn1	17	0.5	3	3	-2

no.	M4 antag	M1 PAM	M5 antag	M4 ag
31	-8	3	8	1
32	16	-5	14	2
33	-4	2	2	0
34	-4	2	8	0
35	-5	10	1	2
36	-9	1	-1	-1
37	-4	-4	-3	1
38	-1	1	1	0
39	3	-5	-2	0
40	3	16	6	0
41	7	3	17	1
42	3	8	1	1
43	2	3	2	1
44	-2	0	6	2
45	2	11	6	1

(cont.)
no.	SMILES	CRFR2-BP antag	CRFBP-R2 agonist	CHRM5 PAM	CHRM4 PAM	M5 ag
46	COCCNc1c(-c2cc3ccc(C)c(C)c3[nH]c2=O)nc2ccccn12	-15	-1.3	1	2	3
47	CCOc1ccc(CN(CC)C(=O)c2ccc3c(c2)[nH]c(=O)c(=O)n3CC)cc1OC	-3	0.2	1	8	-3
48	COc1ccc(-c2sc3cc(OC)c(OC)cc3c2C#CCCO)cc1	-4	-2.2	5	12	-5
49	O=C(c1ccco1)N1CCN(C(=O)c2ccccc2NS(=O)(=O)c2ccc(F)cc2)CC1	-8	0.1	5	-3	0
50	CCO/C=C1\C(=O)N(c2ccc(OCC)cc2)C(=O)c2ccccc21	-16	-0.4	14	6	1
51	O=C(CCc1ccccc1)N1CCN(C(=O)CCc2ccccc2)CC1	9	-0.8	8	3	6
52	CCOC(=O)[C@@H]1[C@H]2COc3ccc(Br)cc3[C@@H]2N2C(=O)N(c3cccc(F)c3)C(=O)[C@]12C	10	3.7	0	3	-7
53	COc1cccc(NC(=O)c2cccc(NC(=O)c3ccco3)c2)c1	-2	0.2	-4	-2	3
54	CCOC(=O)c1ccccc1NC(=O)c1ccc2nc[nH]c2c1	-4	2.3	0	3	1
55	Cc1cc(S(=O)(=O)N2CCCC(C(=O)Nc3ccc(C(=O)O)cc3)C2)ccc1Cl (stereo not drawn)	6	23	-4	5	-4
56	O=C1c2ccccc2C(=O)N1CCCc1nc(-c2ccccn2)no1	4	-1.2	0	6	-7

no.	M4 antag	M1 PAM	M5 antag	M4 ag
46	-14	3	4	3
47	-4	-1	8	1
48	-12	6	4	4
49	-1	9	4	1
50	2	5	3	0
51	-1	7	7	1
52	7	6	17	-1
53	-24	1	8	8
54	-7	9	4	3
55	-14	6	-12	1
56	-3	-1	0	1
